Screening data: PubChem, Sanford-Burnham Center for Chemical Genomics
TIM10 inh – growth inhibitors of TIM10 yeast strain. S. cerevisiae TIM10 strain growth, BacTiter-Glo luminescence, 24 h. inhibition, % at 10 µM. AID 463195. hit rate 1.4% among 330,000;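 active = inhibition of 40% or more at the single tested concentration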;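 note: wild-type TIM10 isogenic control strain grown at permissive 25 °C; 0% = DMSO yeast wells and 100% = minimal medium wells without yeast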
Mdm2 MdmX PPI – disrupts the human Mdm2-MdmX interaction; AID 485346; hit rate 3% among 330,000; SaOS-2 split-luciferase Mdm2/MdmX complementation, luminescence; O15151+Q00987; inhibition, % at 8 µM;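 active = inhibition of at least 50% at 8 µM in the primary screen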
tim10-1 inh – tim10-1 yeast growth inhibition; S. cerevisiae tim10-1 ts strain growth, BacTiter-Glo, 24 h; inhibition, % at 20 µM; hit rate 2.2% among 330,000; AID 463190;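 active = inhibition of at least 40%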;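 note: mutant grown at 25 °C; 0% = DMSO wells with yeast and 100% = wells holding no yeast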
APJ agonist – APJ receptor agonism | P35414 | CHO-K1 APJ PathHunter beta-arrestin, luminescence; 0% DMSO wells, 100% apelin | activation, % at 20 µM | hit rate 0.11% among 330,000 | AID 2520;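 active = activation more than six SD over the plate average, tested at 20 µM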;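 note: 0% = DMSO alone and 100% = apelin-13 at 10 nM; some results filed as inactive read as strong as hits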
Target sequence (P35414 whole entry, looked up): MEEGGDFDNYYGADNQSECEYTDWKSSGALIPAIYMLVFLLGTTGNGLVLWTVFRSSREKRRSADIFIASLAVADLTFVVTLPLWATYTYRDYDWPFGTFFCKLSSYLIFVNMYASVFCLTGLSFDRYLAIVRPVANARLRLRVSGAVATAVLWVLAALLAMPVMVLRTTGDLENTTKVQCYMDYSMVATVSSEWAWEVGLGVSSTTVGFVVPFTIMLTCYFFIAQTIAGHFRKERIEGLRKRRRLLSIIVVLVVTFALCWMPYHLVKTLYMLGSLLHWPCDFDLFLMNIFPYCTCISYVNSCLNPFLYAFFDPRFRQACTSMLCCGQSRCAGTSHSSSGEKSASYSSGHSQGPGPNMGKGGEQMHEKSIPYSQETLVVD
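system = engineered CHO-K1 APJ arrestin reporter cells | input = 1000 cells per well | timing = overnight seeding, 90 min compound at 25 °C, 1 h detection | measured by = enzyme-fragment complementation luminescence | read-out = beta-arrestin recruitment to APJ as agonist activity, luminescent signal | control set = negative DMSO alone, positive Apelin-13 at 10 nM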
CXCR6 block – inhibitors of human CXCR6 receptor | O00574 | CHO-K1 PathHunter CXCR6 beta-arrestin, luminescence | inhibition, % at 20 µM | hit rate 0.36% among 360,000 | AID 602244; in the data active = inhibition above about 34%, passing the limit was not always enough;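 note: antagonist mode with CXCL16 agonist at 10 nM final; 0% = 10 nM CXCL16 with DMSO and 100% = unstimulated wells without agonist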
Target sequence (O00574 whole entry, looked up): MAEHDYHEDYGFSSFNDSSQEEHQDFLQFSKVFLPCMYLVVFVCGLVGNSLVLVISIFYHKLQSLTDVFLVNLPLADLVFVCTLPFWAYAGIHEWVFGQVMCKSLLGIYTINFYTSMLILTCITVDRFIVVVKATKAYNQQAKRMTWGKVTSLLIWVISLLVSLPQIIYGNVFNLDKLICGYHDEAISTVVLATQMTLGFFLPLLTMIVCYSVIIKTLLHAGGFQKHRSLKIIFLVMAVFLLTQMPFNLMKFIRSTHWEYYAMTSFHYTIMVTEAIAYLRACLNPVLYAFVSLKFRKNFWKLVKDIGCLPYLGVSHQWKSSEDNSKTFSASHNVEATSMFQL
tim23-1 inh – tim23-1 yeast growth inhibition; S. cerevisiae tim23-1 growth, BacTiter-Glo luminescence, 24 h; hit rate 1.3% among 330,000; inhibition, % at 20 µM; AID 463212;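 active = growth inhibition of the mutant yeast at or above 50%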;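 note: temperature-sensitive mutant grown at 25 °C; plate controls were DMSO-treated mutant yeast for no effect and medium wells lacking yeast for full effect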
APJ antagonist – blocks the human apelin receptor APJ | CHO-K1 APJ beta-arrestin complementation, luminescence | hit rate 0.32% among 330,000 | AID 2521 | inhibition, % at 20 µM | P35414;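 active = inhibition above about 40% at 20 µM, limit read from the data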;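 note: cells challenged with 10 nM apelin-13 agonist together with compound; plate controls were apelin-13 plus DMSO wells for no effect and DMSO wells lacking apelin-13 for full effect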
UPR XBP1 act – adaptive UPR (XBP1) activation | activation, % at 20 µM | hit rate 0.33% among 330,000 | CHO-XBP1 luciferase reporter, IRE1-XBP1 UPR activation, luminescence; percent of tunicamycin response, DMSO as zero;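 active = versus positive control, 20 µM dose yields 30% or more activation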;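 note: 100% = tunicamycin at 10 µg/mL and 0% = DMSO only wells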
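Material: IRE1-XBP1 luciferase reporter CHO line / Quantity: one thousand reporter cells per well / Buffer or medium: F12 with 10% serum / Compound: 20 µM single concentration, DMSO 1% / Times: 6 h treatment, 37 °C / Detection: Steady-Glo luciferase glow luminescence, 10 min after reagent addition / Benchmarks: tunicamycin high, DMSO low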
UPR CHOP act – activators of apoptotic arm of unfolded protein response (CHOP). hit rate 0.34% among 330,000. CHO-CHOP luciferase reporter, UPR activation, luminescence; percent of tunicamycin response over DMSO baseline. activation, % at 10 µM;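 active = at 10 µM dose, activation of 40% or more, normalized to positive control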;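 note: 100% = tunicamycin at 10 µg/mL and 0% = DMSO alone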
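System: CHO-CHOP luciferase reporter cell line; amount: 500 cells/well; buffer or medium: F12 medium containing 10% fetal bovine serum; incubation: 6 h compound exposure at 37 °C after overnight seeding; measured by: luciferase luminescence after 10 min with Steady-Glo reagent; evaluation: % reporter activation, DMSO baseline versus tunicamycin full activation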
The depositor's hits bear a star. Only part of the results is shown, so the mix of outcomes need not match the whole.

SMILES	TIM10 inh	Mdm2 MdmX PPI	tim10-1 inh	APJ agonist	CXCR6 block	tim23-1 inh	APJ antagonist	UPR XBP1 act	UPR CHOP act
CC1c2cc3c(cc2CCN1C(=O)c1ccc(Br)cc1)OCCCO3 (configuration not stated)	-16.0	69.5*	31.1	0.5	-1.8	33.4	-0.9	-4.0	-2.2
CC(C)C(Nc1ncnc2c1oc1ccccc12)C(=O)O (configuration not stated)	11.7	-6.6	10.5	0.7	-4.2	5.0	1.9	1.4	1.8
COc1ccc(CCNC(=O)c2ccc(CS(=O)Cc3ccc(C)cc3)o2)cc1OC (configuration not stated)	-11.6	34.3	5.5	1.1	-4.9	-6.3	-7.7	-6.2	3.2
COc1ccc(CNC(=O)CC(C)CC2=NS(=O)(=O)c3ccccc3N2)cc1 (configuration not stated)	9.1	5.9	9.2	-0.7	9.5	0.6	8.9	-0.5	-0.6
CC(C)(C)NC(=O)/C(=C\c1ccc(Br)cc1)NC(=O)c1cccs1	16.9	6.3	19.4	-3.9	-6.0	15.1	-1.2	-1.7	1.2
CC(CN(C)Cc1ccccc1)OC(=O)c1ccc(F)cc1 (configuration not stated)	14.3	-17.3	-1.6	-4.2	1.2	11.2	-11.9	1.1	-0.2
c1ccc(C2c3[nH]c4ccccc4c3CCN2Cc2cccn2-c2cccnc2)nc1 (configuration not stated)	20.8	5.1	34.8	1.4	-5.1	14.6	3.4	-2.5	0.9
Cc1ccc(NC(=O)CCNS(=O)(=O)c2ccc3[nH]c(=O)oc3c2)cc1C	-2.0	16.1	-9.2	-2.3	0.8	0.8	21.2	-7.4	-0.2
c1cncc(CNc2ncnc3sccc23)c1	-7.0	9.4	-5.7	-1.7	-6.0	9.8	14.2	-2.4	0.4
Cc1ccccc1OCC(=O)OCn1nnc2ccccc2c1=O	-11.0	-31.1	17.8	1.3	6.9	26.9	0.1	-2.8	0.3
C=CCn1c(SCc2ccc(C(=O)O)cc2)nc2sc(C)c(C)c2c1=O	22.2	-21.7	0.6	-5.8	-1.2	10.8	5.7	0.8	1.9
CCOC(=O)c1cc2c(C(F)(F)F)cc(-c3ccccc3)nc2o1	-0.7	29.6	-15.8	-18.3	-7.8	-15.6	-2.3	0.0	-0.2
COc1cccc(-n2sc3c(c2=S)-c2cc(OC)ccc2NC3(C)C)c1	36.7	50.5*	29.0	-0.5	14.0	30.6	8.2	3.4	-0.4
O=C1C2CCCN2C(=O)N1CCCCN1CCN(c2cccc(Cl)c2)CC1 (configuration not stated)	5.3	19.6	9.8	-0.8	0.1	-3.3	7.4	-0.1	3.2
CCOC(=O)c1cccc(NC(=S)NC(=O)c2cccnc2)c1	-0.5	-31.0	1.5	-0.6	27.1	20.0	24.7	-5.5	-0.6
O=c1[nH]nc2c3ccccc3cnn12	4.5	11.4	-2.7	-2.4	2.6	9.9	17.2	-5.7	-2.8
N#Cc1c(N)sc2c1CCN(CCc1ccccc1)C2	-10.8	-24.6	22.3	-0.4	2.3	4.8	-1.8	-2.9	-2.3
Cc1[nH]c2ccccc2c1/C=C/C(=O)c1ccncc1	22.0	3.0	9.5	2.6	4.0	4.0	3.1	1.4	6.8
CC(=O)N1CCN(c2ccc(S(C)(=O)=O)cc2[N+](=O)[O-])CC1	-12.2	-2.5	4.0	-1.4	1.0	20.0	-9.6	2.0	-1.0
CCN(c1ccccc1)S(=O)(=O)c1cccc(C(=O)N2CCN(S(=O)(=O)c3ccccc3)CC2)c1	6.2	34.1	13.6	-1.2	-3.8	33.8	24.2	-3.1	-1.4
CC(C)(C)n1ncc2c(=O)n(CC(=O)NCc3ccccc3)cnc21	7.5	21.0	-30.6	-3.2	-2.2	-4.3	20.1	-7.6	-3.3
O=C(CSc1ncccn1)N/N=C/c1cccc([N+](=O)[O-])c1	-11.7	-1.7	15.1	-2.5	-1.5	5.5	-10.2	4.4	12.7
Cc1ccccc1C(C(=O)NC1CCCCC1)N(C(=O)c1ccccn1)c1cccnc1 (configuration not stated)	18.0	6.3	14.1	-3.4	7.6	10.2	-5.8	-1.8	2.3
COc1cccc(CNC(=O)COc2cc3c(c4oc(=O)cc(C)c24)CCC(C)(C)O3)c1	9.7	28.1	25.8	-3.9	5.9	16.5	7.2	0.9	2.3
O=C(c1cc(Br)ccc1O)N1CCN(S(=O)(=O)Cc2ccccc2)CC1	16.2	23.1	20.4	-3.2	-3.1	15.4	19.9	-2.4	0.8
CS(=O)(=O)c1ccccc1C(=O)Nc1ccccc1Cc1ccccc1	18.5	12.7	22.8	6.6	2.3	25.5	-5.9	3.2	0.4
N#CCCN1CCN(S(=O)(=O)c2ccc(C#N)cc2)CC1	-0.2	1.7	-13.5	1.0	0.6	-1.5	13.2	-1.5	0.4
Cc1cc(S(=O)(=O)N2CCN=C2c2ccccc2)ccc1F	-3.8	4.3	16.3	-1.2	-5.9	4.4	-7.5	-1.7	-1.8
CCC(=O)c1ccc(OCC(=O)N2CCN(C(=O)c3ccccc3)CC2)cc1	-1.2	-2.7	-7.9	-1.9	-4.6	13.7	-44.9	1.5	-0.2
COc1ccc(-c2c(C)nn3c(N4CCC5(CC4)OCCO5)cc(C)nc23)cc1OC	33.6	44.4	15.5	7.0	-0.4	27.6	-16.5	-0.7	1.6
CCCCN(C(=O)C1CC(=O)N(c2ccc(C)cc2)C1)c1c(N)n(CCC)c(=O)[nH]c1=O (configuration not stated)	0.5	20.9	2.6	-1.2	6.2	14.3	14.7	-1.9	1.9
COc1ccc(OC)c(S(=O)(=O)N2CCCc3ccccc32)c1	-7.3	11.6	-0.9	-0.2	4.3	8.2	-11.4	-2.1	-1.5
CC(O)CNc1nc2ccccc2n1-c1ncnc2sc3c(c12)CCC3 (configuration not stated)	5.1	38.1	21.4	-0.6	-15.8	23.4	19.5	5.2	-0.9
COc1ccc(CN=CC2=C(O)CNC2=O)cc1	-8.7	21.0	-2.0	3.2	2.2	6.7	9.5	-2.0	-2.5
NC(=O)c1sc2nnc(-c3ccccc3)c(-c3ccccc3)c2c1N	28.3	47.3	18.2	1.1	14.5	14.9	12.3	2.2	-1.0
CN(C1CCCC1)C1CCN(C(=S)Nc2cc(F)cc(F)c2)CC1	-0.3	19.1	-16.0	-1.1	1.0	-3.2	0.4	-0.5	1.8
COc1cc(S(=O)(=O)NCC2OCCc3ccccc32)ccc1-n1cnnn1 (configuration not stated)	-22.4	-7.2	13.4	0.1	1.3	-1.1	19.7	-2.0	-3.3
COc1ccc(NC(=O)c2cn(-c3ccccc3)nc2SC)cc1	-10.0	-15.6	-3.8	1.1	2.0	3.5	11.4	-0.2	-0.2
CC1CCCCN1S(=O)(=O)c1ccc(C(=O)Nc2nnc(-c3ccco3)o2)cc1 (configuration not stated)	-6.1	41.2	-2.7	-2.6	7.8	1.7	17.9	-2.9	-1.5
O=C(COC(=O)/C=C/c1ccc(Cl)cc1Cl)Nc1cc(C(F)(F)F)ccc1N1CCOCC1	4.1	-0.4	9.2	-2.4	-3.2	-10.3	-20.0	0.6	-1.6
CC(C)c1ccc(-c2nc3ccccc3s2)cc1	-11.3	87.4*	12.0	-1.4	-12.6	15.3	-7.3	-6.6	-9.2
Cn1cccc1C(C#N)c1ncc(C(F)(F)F)cc1Cl (configuration not stated)	6.6	10.3	11.6	-1.5	2.2	24.8	17.3	-1.6	-2.0
COc1ccc(NC(=O)Nc2ccc3c(c2)C(=O)N([C@H](C)CO)C[C@H](C)[C@@H](CN(C)C(=O)Nc2ccc(C(F)(F)F)cc2)O3)cc1	-1.7	18.8	24.0	3.2	-0.1	12.3	-8.8	-3.0	0.3
Cc1ccc2c(CC(=O)NCC3COc4ccccc4O3)coc2c1 (configuration not stated)	-16.6	9.2	23.7	-2.1	3.9	11.3	-1.5	0.2	-2.1
Cc1ccccc1NC(=O)c1sc(Cl)nc1-c1ccccc1	5.4	18.3	19.7	-0.8	-1.4	13.7	13.1	-1.0	-2.3
CCNC(=S)NNC(=O)c1cccs1	-2.7	-17.7	9.2	-3.4	2.3	-0.7	-10.1	0.1	0.6

Arranged by molecular weight (low to high): 13 of the compounds above.
SMILES	TIM10 inh	Mdm2 MdmX PPI	tim10-1 inh	APJ agonist	CXCR6 block	tim23-1 inh	APJ antagonist	UPR XBP1 act	UPR CHOP act
CCNC(=S)NNC(=O)c1cccs1	-2.7	-17.7	9.2	-3.4	2.3	-0.7	-10.1	0.1	0.6
CC(C)c1ccc(-c2nc3ccccc3s2)cc1	-11.3	87.4*	12.0	-1.4	-12.6	15.3	-7.3	-6.6	-9.2
Cn1cccc1C(C#N)c1ncc(C(F)(F)F)cc1Cl (configuration not stated)	6.6	10.3	11.6	-1.5	2.2	24.8	17.3	-1.6	-2.0
Cc1ccccc1NC(=O)c1sc(Cl)nc1-c1ccccc1	5.4	18.3	19.7	-0.8	-1.4	13.7	13.1	-1.0	-2.3
COc1ccc(OC)c(S(=O)(=O)N2CCCc3ccccc32)c1	-7.3	11.6	-0.9	-0.2	4.3	8.2	-11.4	-2.1	-1.5
COc1ccc(NC(=O)c2cn(-c3ccccc3)nc2SC)cc1	-10.0	-15.6	-3.8	1.1	2.0	3.5	11.4	-0.2	-0.2
NC(=O)c1sc2nnc(-c3ccccc3)c(-c3ccccc3)c2c1N	28.3	47.3	18.2	1.1	14.5	14.9	12.3	2.2	-1.0
CN(C1CCCC1)C1CCN(C(=S)Nc2cc(F)cc(F)c2)CC1	-0.3	19.1	-16.0	-1.1	1.0	-3.2	0.4	-0.5	1.8
CC(O)CNc1nc2ccccc2n1-c1ncnc2sc3c(c12)CCC3 (configuration not stated)	5.1	38.1	21.4	-0.6	-15.8	23.4	19.5	5.2	-0.9
CC1CCCCN1S(=O)(=O)c1ccc(C(=O)Nc2nnc(-c3ccco3)o2)cc1 (configuration not stated)	-6.1	41.2	-2.7	-2.6	7.8	1.7	17.9	-2.9	-1.5
CCCCN(C(=O)C1CC(=O)N(c2ccc(C)cc2)C1)c1c(N)n(CCC)c(=O)[nH]c1=O (configuration not stated)	0.5	20.9	2.6	-1.2	6.2	14.3	14.7	-1.9	1.9
O=C(COC(=O)/C=C/c1ccc(Cl)cc1Cl)Nc1cc(C(F)(F)F)ccc1N1CCOCC1	4.1	-0.4	9.2	-2.4	-3.2	-10.3	-20.0	0.6	-1.6
COc1ccc(NC(=O)Nc2ccc3c(c2)C(=O)N([C@H](C)CO)C[C@H](C)[C@@H](CN(C)C(=O)Nc2ccc(C(F)(F)F)cc2)O3)cc1	-1.7	18.8	24.0	3.2	-0.1	12.3	-8.8	-3.0	0.3
